Assay outcomes: PubChem BioAssay, Sanford-Burnham Center for Chemical Genomics
Scp1 inh – Scp-1 phosphatase inhibitors, primary screen, biochemical, colorimetric, uHTS; Carboxy-terminal domain RNA polymerase II polypeptide A small phosphatase 1 (Homo …; Recombinant Scp1, phosphopeptide, malachite green phosphate absorbance; inhibition, % at 20 µM; 340,000 tested, 0.88% active; AID 493091, 2011;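 active means inhibition above about 50% at 20 µM, limit read from the data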;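 further: plate controls were DMSO wells with enzyme for no effect and wells lacking enzyme for full effect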
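Test system: SCP-1 catalytic domain; Buffer or medium: Acidic Tris acetate buffer with magnesium and detergent; Also added: Phosphorylated 17-residue peptide substrate; Compound: single 20 µM dose, 1% DMSO; Schedule: enzyme reaction 45 min at room temperature, colour 5 min, stabilisation 30 min; Signal: Phosphate-binding colour reagent, absorbance read at 630 nm.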
NadD inh – inhibitors of S. aureus NadD, primary screen, biochemical, colorimetric, uHTS; purified NadD enzyme, colorimetric absorbance read-out; inhibition, % at 20 µM; 360,000 tested, 0.78% active; AID 602399, 2012; in the data active means inhibition above about 26%; further: some compounds past the cut are filed as inactive
CendR NRP1 mod – modulators of CendR peptide binding to NRP-1, primary screen, biochemical, fluorescence polarization, uHTS; inhibition, % at 25 µM; 360,000 tested, 0.85% active; FAM-RPARPAR peptide binding to NRP-1;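 active means inhibition or corrected inhibition above about 18%, plus a signal ratio from 0.5 to 1.5, limit read from the data, passing the limit was not always enough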; further: strong numbers were not always called active
STEP block – STEP phosphatase inhibitors, primary screen, biochemical, fluorescence intensity, uHTS; Tyrosine-protein phosphatase non-receptor type 5 (Homo sapiens), P54829; recombinant STEP, OMFP fluorogenic substrate; inhibition, % at 20 µM; 360,000 tested, 0.25% active;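 active means inhibition at 20 µM, scaled per plate between control wells, above about 37%, limit read from the data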;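 further: 0% = DMSO with enzyme and substrate and 100% = substrate only without enzyme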
Target sequence (P54829 whole entry, looked up): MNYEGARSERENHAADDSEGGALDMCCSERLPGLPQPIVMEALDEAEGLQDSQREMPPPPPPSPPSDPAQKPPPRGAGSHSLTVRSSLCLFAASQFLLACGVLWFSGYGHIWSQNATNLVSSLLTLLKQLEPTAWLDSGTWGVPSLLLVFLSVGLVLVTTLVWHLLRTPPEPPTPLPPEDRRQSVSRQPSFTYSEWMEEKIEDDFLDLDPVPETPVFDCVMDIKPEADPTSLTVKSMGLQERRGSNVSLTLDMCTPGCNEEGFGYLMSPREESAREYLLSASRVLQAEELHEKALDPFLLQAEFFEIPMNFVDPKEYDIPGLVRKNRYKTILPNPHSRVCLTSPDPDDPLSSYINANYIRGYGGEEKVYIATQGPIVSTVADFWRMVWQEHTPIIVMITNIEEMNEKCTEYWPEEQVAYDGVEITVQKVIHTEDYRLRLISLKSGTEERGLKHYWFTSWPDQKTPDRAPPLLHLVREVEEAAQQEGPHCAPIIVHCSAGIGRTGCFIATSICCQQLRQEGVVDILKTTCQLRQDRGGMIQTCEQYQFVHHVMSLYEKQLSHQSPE
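Material: STEP (striatal-enriched tyrosine phosphatase) enzyme, cell-free | Medium: 50 mM Bis-Tris pH 6.0 with 2.5 mM DTT and 0.005% Tween 20 | Read-out: Percent inhibition scaled to no-enzyme and uninhibited-enzyme controls, plate-pattern corrected | Signal: Fluorescence read at 480 nm ex / 540 nm em | Times: 20 min reaction, room temperature, in the dark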
SKN-1 inh – suppressors of acrylamide-induced Pgst-4::GFP reporter in worms, primary screen, SKN-1 inhibitor project, whole organism, uHTS, GFP/RFP fluorescence ratio, strain VP596. C. elegans VP596 Pgst-4::GFP/RFP ratio, 24 h. inhibition, % at 21.8 µM. AID 624304, 2012. 360,000 tested, 0.49% active;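 active means interference check ratio from 0.5 to 1.5 plus GFP to RFP signal ratio inhibition reaching or exceeding a fixed threshold, cut at about 30% in these data, passing the limit was not always enough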; further: some compounds called inactive have numbers as strong as hits
SUMO1 PPI mod – modulators of SUMO1 protein-protein interactions, primary screen, biochemical, uHTS; Small ubiquitin-related modifier 1 (Homo sapiens), P63165; SUMO1 binding to a labelled peptide, TR-FRET, 1 h; inhibition, % at 20 µM; 360,000 tested, 0.33% active; AID 602429, 2012; in the data active means inhibition above about 37%
LMPTP inh – LMPTP phosphatase inhibitors, primary screen, biochemical, fluorescence intensity, uHTS. Low molecular weight phosphotyrosine protein phosphatase (Homo sapiens), P24666. recombinant LMPTP-A, OMFP fluorogenic substrate. inhibition, % at 20 µM. 360,000 tested, 0.22% active. AID 651560, 2012;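 active means compounds that cut the enzyme signal by at least half of the control window in the single-dose screen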;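 further: plate controls were DMSO wells with enzyme plus substrate for no effect and substrate without enzyme for full effect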
Target sequence (P24666 whole entry, looked up): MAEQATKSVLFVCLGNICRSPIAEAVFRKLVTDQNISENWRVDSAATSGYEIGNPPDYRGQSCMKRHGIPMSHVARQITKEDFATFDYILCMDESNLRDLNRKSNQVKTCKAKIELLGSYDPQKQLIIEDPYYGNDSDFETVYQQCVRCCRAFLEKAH
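test system = LMPTP-A | amount = 0.625 nM LMPTP-A final | reagent = fluorogenic phosphatase substrate OMFP at 400 µM final | incubation = 50 min at room temperature | benchmarks = no-enzyme low control, uninhibited high control | medium = Bis-Tris pH 6.0, DTT, detergent | signal = fluorescence intensity of OMFP turnover product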
MT1-MMP act inh – blockers of MT1-MMP proenzyme processing, primary screen, HT1080 RFP-PRO-GFP cells, GFP/RFP fluorescence. Matrix metalloproteinase-14 (Homo sapiens), P50281. GFP/RFP ratio fluorescence, overnight; percent of plate control window, DMSO zero. GFP/RFP ratio change, % at 20 µM. 360,000 tested, 0.061% active. AID 651647, 2012;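 active means GFP/RFP ratio change of at least 30% with cell ATP level not reduced by more than half and red fluorescence within 50% of control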; further: strong numbers were not always called active
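Test system: HT1080 cells expressing an RFP-PRO-GFP fluorescent reporter construct / Compound dosing: single-point 20 µM compound, 1% DMSO / Schedule: cells overnight before dosing, compound overnight, 37 °C, 5% CO2 / Evaluation: GFP/RFP fluorescence ratio / Control set: DMSO and RFP-L50D-GFP cell wells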
DNMT1 block – human DNMT1 methyltransferase inhibitors, primary screen, biochemical, molecular beacon, fluorescence, HinP1I cleavage, uHTS; DNA (cytosine-5)-methyltransferase 1 (Homo sapiens), P26358; inhibition (reported as % activation of signal), % at 10 µM; 360,000 tested, 0.83% active; AID 588458, 2011; in the data active means inhibition above about 50%
Rpn11 block – Rpn11 (PSMD14) deubiquitinase inhibitors, primary screen, biochemical, fluorescence polarization, uHTS | 26S proteasome non-ATPase regulatory subunit 14 (Homo sapiens), O00487 | AID 588493, 2011 | 360,000 tested, 0.59% active | human 26S proteasome, Ub4-pepOG fluorescence polarization; 20S core pre-blocked with epoxomicin | calls only at 20 µM;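 active means inhibition at 20 µM, scaled to each plate's controls, above about 33%, limit read from the data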
Target sequence (O00487 whole entry, looked up): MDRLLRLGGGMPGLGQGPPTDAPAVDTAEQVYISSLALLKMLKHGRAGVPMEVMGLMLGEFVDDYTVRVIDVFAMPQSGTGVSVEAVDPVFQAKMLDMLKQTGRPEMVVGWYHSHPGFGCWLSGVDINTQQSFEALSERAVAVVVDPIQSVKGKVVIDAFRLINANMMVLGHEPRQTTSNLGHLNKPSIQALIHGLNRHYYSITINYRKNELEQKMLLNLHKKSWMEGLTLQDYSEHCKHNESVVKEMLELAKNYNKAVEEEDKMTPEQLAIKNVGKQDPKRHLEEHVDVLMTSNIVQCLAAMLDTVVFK
Starred values were filed as active, the others as inactive; i = inactive; · = not tested or not shown; + = active, no number.

SMILES	Scp1 inh	NadD inh	CendR NRP1 mod	STEP block	SKN-1 inh	SUMO1 PPI mod	LMPTP inh	MT1-MMP act inh	DNMT1 block	Rpn11 block
C/C=C1/CN2C3CC1C(CO)(C(=O)OC)C2Cc1c3n(C)c2ccccc12 (stereo not given)	-10	1	-3	-2	1	-5	-1.8	0	-2	i
Cc1cc(OCC(=O)N2C[C@H]3C[C@@H](C2)c2cccc(=O)n2C3)c2c(C)cc(=O)oc2c1	-4	-7	-4	-5	16	2	-0.5	9	3	i
COc1cccc(C(c2nnnn2-c2c(C)cccc2C)N2CCC(n3c(=O)[nH]c4ccccc43)CC2)c1OC (stereo not given)	·	12	4	1	11	6	5.1	-5	-17	i
NC12CN3CN(CN(C3)C1)C2 (tested in a mixture with another compound)	-12	7	-17	-4	11	0	-10.0	-2	-1	i
COC(=O)C1=C(c2cc3ccccc3s2)C[C@@H]2CC[C@H]1N2C(=O)N1CCCC1	-4	-8	17	5	-17	-2	-0.7	-5	2	i
Cc1ccc(S(=O)(=O)Cc2ccc(C(=O)N3CCC4(CC3)OCCO4)o2)cc1	57*	0	-8	4	6	0	-0.8	-3	58*	i
CCCCC1(CC)COP(=O)(OCC(Cl)(Cl)Cl)OC1 (stereo not given)	-2	-2	16	-2	-1	7	-1.4	2	0	i
CN1C(=O)/C(=C/c2cccn2-c2ccc3ccccc3c2)C(=O)NC1=S	-4	44*	-44	6	26	15	5.8	-3	81*	i
C=C(C)Cn1c(=O)n(CC2CS2)c2ccccc21 (stereo not given)	-7	-2	-17	-4	1	-4	-3.1	-2	3	i
CC(=Nc1ccc2c(c1)CCC2)c1c(O)n(C2CCCCC2)c(=O)[nH]c1=O	-2	-3	1	2	16	0	-0.8	-3	6	i
CC(=O)O[C@@H]1CC[C@]2(C)C3CC[C@]4(C)C(=O)[C@H](O)CC4C3[C@@H](OC(C)=O)C[C@H]2C1 (stereo not given in full)	-13	-4	9	-4	18	0	-1.6	2	-8	i
Cc1ccc2c(c1)c(=O)c1c3n2CCN(CC2CO2)C3CC1 (stereo not given)	-4	9	16	0	-4	0	0.9	2	-2	i
CCN(CC)c1ccc(N=Cc2c(O)n(-c3cc(OC)ccc3OC)c(=O)[nH]c2=O)cc1	-3	7	-85	2	3	-21	1.6	-5	-6	+
O=C1CC2OCC=C3CN4CCC56c7cc([N+](=O)[O-])ccc7N1C5C2C3CC46 (stereo not given)	-4	-4	-4	1	0	-7	0.0	0	2	i
COc1ccc(NC2Oc3cc4c(cc3C(c3cc(OC)c(OC)c(OC)c3)C2C)OCO4)cc1 (stereo not given)	-3	7	-2	0	2	4	-0.1	17	-10	i
CC(C)OP(=O)(OC(C)C)C(NCc1ccccc1)c1ccccc1 (stereo not given)	4	-4	-1	-2	-18	0	-0.7	-7	0	i
O=c1[nH]c(=S)[nH]c(O)c1N=Nc1ccc(SC(F)F)cc1	4	0	-42	1	7	-35	4.0	9	0	i
CN(C)c1cc(N)c2c(n1)CCC2 (tested in a mixture with another compound)	0	1	1	-1	1	1	0.1	2	-3	i
C=C(COC(=O)CCC(=O)O)CC1CC(O)[C@]2(C)OC3CC4OC5C[C@]6(C)O[C@]7(C)CCC8OC9C[C@]%10(C)OC%11C(C)=CC(=O)OC%11CC%10OC9C[C@@H](C)C8OC7CC6O[C@]5(C)C/C=C\C4OC3CC2O1 (stereo not given in full)	-6	-1	11	-3	7	5	-0.4	16	-2	i
CCN1C(=O)NC(=O)/C(=C/c2cc(C)n(-c3sc(C)c(C)c3C#N)c2C)C1=O	-3	9	-35	-2	1	18	0.4	-7	10	i
CCCCNC(=O)Nc1ccc(C(O)(C(=O)OCC)C(F)(F)F)cc1 (stereo not given)	-4	-8	13	3	-6	0	-2.0	4	-1	i
CC[C@H]1CN2CCC1C[C@@H]2[C@@H](O)c1ccnc2ccc(OC)cc12 (stereo not given in full)	5	-4	8	0	4	2	0.5	-1	2	i
Cc1nc2c(C(=O)N3CCC4(CC3)OCCO4)cnn2c(C)c1Cc1cccc(Cl)c1	-4	2	-20	7	-5	1	-1.4	0	-3	i
COc1cccc(C2(C#N)CCN(C)CC2)c1	-9	-4	-11	-3	-13	-1	-4.2	-2	5	i
Cc1cc(C)cc(NC2=NCCCS2)c1	-6	0	7	0	6	4	1.0	-3	-9	i
CC(=O)N1CCN(c2ccc(N=Cc3c(O)n(-c4ccc(Cl)cc4)c(=O)[nH]c3=O)cc2)CC1	-8	9	-27	0	16	-16	-0.7	-4	-10	i
Cn1c(=O)c2nncnc2n(C)c1=O	-5	-4	1	-2	1	-23	-0.1	0	-2	i
COc1cccc(N=Nc2c(O)[nH]c(=S)[nH]c2=O)c1	9	-3	-25	0	21	-29	-0.5	9	-1	i
COC(=O)C1=C(c2ccc(F)cc2F)C[C@@H]2CC[C@H]1N2C(=O)N1CCC(O)CC1	-6	-1	13	-1	-12	-2	-1.0	-1	7	i
O=C1C2CCN(CC2)[C@@H]1Cc1ccc2ccccc2c1O	6	-4	10	-9	6	-4	1.8	-3	-3	i
COC(=O)C12OCC34C(CC5C(C)=C(O)C(=O)CC5(C)C3C(O)C1O)OC(=O)C(OC(=O)/C=C(\C)C(C)C)C24 (stereo not given)	7	3	-4	-3	56*	-9	-1.2	-43	1	i
CCC1CCCCN1CC(=O)c1ccc(OC(F)F)cc1 (stereo not given)	-5	0	9	2	4	2	-1.7	-2	-2	i
O=[N+]([O-])c1ccc(C[n+]2c(-c3ccccc3)cc(-c3ccccc3)cc2-c2ccccc2)cc1	16	22	-3	2	-23	-36	2.0	11	5	i
CSCCC(c1nnnn1Cc1ccccc1)N1CCC2(CC1)C(=O)NCN2c1ccccc1 (stereo not given)	·	0	-2	-2	-3	3	1.1	-2	-7	i
CCOc1ccc(NC(=O)c2c(C)nn(Cc3ccccc3)c2Cl)cc1	-5	-9	-7	4	6	2	-1.0	3	7	i
Cc1cccc(OCC(=O)N2CCN(Cc3cccnc3)CC2)c1	-9	1	-2	-2	-11	18	-2.2	0	1	i

Pulled one by one from above:
SMILES	Scp1 inh	NadD inh	CendR NRP1 mod	STEP block	SKN-1 inh	SUMO1 PPI mod	LMPTP inh	MT1-MMP act inh	DNMT1 block	Rpn11 block
Cc1ccc2c(c1)c(=O)c1c3n2CCN(CC2CO2)C3CC1 (stereo not given)	-4	9	16	0	-4	0	0.9	2	-2	i
COC(=O)C12OCC34C(CC5C(C)=C(O)C(=O)CC5(C)C3C(O)C1O)OC(=O)C(OC(=O)/C=C(\C)C(C)C)C24 (stereo not given)	7	3	-4	-3	56*	-9	-1.2	-43	1	i

One compound at a time, from the list above. Screens in order: Scp1 inh, NadD inh, CendR NRP1 mod, STEP block, SKN-1 inh, SUMO1 PPI mod, LMPTP inh, MT1-MMP act inh, DNMT1 block, Rpn11 block
COC(=O)C12OCC34C(CC5C(C)=C(O)C(=O)CC5(C)C3C(O)C1O)OC(=O)C(OC(=O)/C=C(\C)C(C)C)C24 (stereo not given) reads 7, 3, -4, -3, 56*, -9, -1.2, -43, 1, i
Cc1cccc(OCC(=O)N2CCN(Cc3cccnc3)CC2)c1 reads -9, 1, -2, -2, -11, 18, -2.2, 0, 1, i
CC(=O)N1CCN(c2ccc(N=Cc3c(O)n(-c4ccc(Cl)cc4)c(=O)[nH]c3=O)cc2)CC1 reads -8, 9, -27, 0, 16, -16, -0.7, -4, -10, i
COC(=O)C1=C(c2ccc(F)cc2F)C[C@@H]2CC[C@H]1N2C(=O)N1CCC(O)CC1 reads -6, -1, 13, -1, -12, -2, -1.0, -1, 7, i

Going on with the list.
SMILES	Scp1 inh	NadD inh	CendR NRP1 mod	STEP block	SKN-1 inh	SUMO1 PPI mod	LMPTP inh	MT1-MMP act inh	DNMT1 block	Rpn11 block
CC(=O)Nc1ccc(OC(=O)N(C)C)cc1	-5	-4	-17	1	-2	1	-1.3	4	1	i
Clc1ccc(Cn2ccnc2)cn1	-2	1	-10	-6	-8	0	-1.7	2	2	i
COc1cccc(-n2c(-c3ccoc3)nc3ccccc3c2=O)c1	-9	2	8	0	5	-5	-0.6	4	-4	i
Cc1ccsc1C(=O)C1CCCN(Cc2cccc(OCCO)c2)C1 (stereo not given)	0	-6	-10	0	-5	0	0.3	0	-5	i
COc1ccc2c3c1OC1C(=O)CC[C@@]4(O)[C@@H](C2)N(C)CC[C@]314 (stereo not given in full)	-1	-1	-21	-1	-8	2	-0.8	-4	4	i
COC(=O)C1=C(c2ccc(F)cc2F)C[C@@H]2CC[C@H]1N2C(=O)N1CCC(C)CC1	-9	-5	10	2	-4	2	-0.7	1	0	i
O=C(N1CCCCCC1)N1CC1	8	1	-1	-5	12	14	0.0	-8	5	i

An excerpt, so the mix of outcomes need not match the whole.
